Source: PubChem (NCI)
Growth percent in the NCI-60 one-dose screen (48 h, 10 µM unless noted): 100 = growth as untreated, 0 = no growth, -100 = all killed.
MOLT-4: MOLT-4 leukemia cells | AID 1794779 | hit rate 6.9% among 80,000
SR: SR leukemia cells. hit rate 8.7% among 73,000
MCF7: MCF7 breast cancer. hit rate 6.3% among 82,000. AID 1794796
MDA-MB-231: MDA-MB-231 breast cancer | hit rate 5% among 81,000 | AID 1794789
RPMI-8226: RPMI-8226 leukemia cells. hit rate 7.5% among 77,000
MDA-MB-435: MDA-MB-435 melanoma. hit rate 7.8% among 82,000. AID 1794794
MDA-MB-468: MDA-MB-468 breast cancer; hit rate 8.5% among 78,000
K-562: K-562 leukemia; hit rate 7.4% among 78,000; AID 1794777
An asterisk follows results filed as active; · = not tested or not shown; & = joins results of further samples. Rule for the calls: active = growth percent below 10; inactive = the rest. Not all compounds are listed, so the mix of outcomes need not match the whole.

Start of the listing, in advance (19 entries):
SMILES,MOLT-4,SR,MCF7,MDA-MB-231,RPMI-8226,MDA-MB-435,MDA-MB-468,K-562
O=C(Nc1ccc(Cl)c(Cl)c1)Nc1ccc2nc(NS(=O)(=O)c3ccc4ccccc4c3)sc2c1,100,103,97,115,108,99,121,96
CCC[C@H](N[C@@H](C)C(=O)N1[C@H](C(=O)O)C[C@@H]2CCCC[C@@H]21)C(=O)OCC,115,·,·,90,109,112,101,116
NS(=O)(=O)c1cc2c(cc1C(F)(F)F)NC(Cc1ccccc1)NS2(=O)=O (stereo unspecified),107,105,103,112,102,104,98,98
COc1ccc(CN(CCN(C)C)c2ccccn2)cc1,95&97,90&102,98&103,105&107,97&118,115&102,110&98,98&95
CN1CCC(=C2c3ccccc3CCc3sccc32)CC1,81,·,·,60,86,85,76,86
CC[C@]1(O)CC2CN(CCc3c([nH]c4ccccc34)[C@@](C(=O)OC)(c3cc4c(cc3OC)N(C)[C@H]3[C@@](O)(C(=O)OC)[C@H](OC(C)=O)[C@]5(CC)C=CCN6CC[C@]43[C@@H]65)C2)C1 (stereo partly specified),16,10,8.2*,5.2*,2.8*,-18*,16,7.7*
COc1cc2nc(N3CCN(C(=O)C4COc5ccccc5O4)CC3)nc(N)c2cc1OC (stereo unspecified),94&66&91,84&70,101&95&92,100&86&76,102&87&100,92&90&96,104&104&78,97&93
CC(Oc1c(Cl)cccc1Cl)C1=NCCN1 (stereo unspecified),87,98,94,128,109,106,115,·
COc1ccc(C2=NN(c3ccc(S(N)(=O)=O)cc3)C(c3ccc(N(C)C)cc3)C2)c(OC)c1 (stereo unspecified),91,65,93,96,68,100,86,81
C[C@H]1COc2c(N3CCN(C)CC3)c(F)cc3c(=O)c(C(=O)O)cn1c23,93,·,·,103,108,105,93,102
Cn1cc(C(=O)c2nc(-c3cn(C)c4ccc(Br)cc34)no2)c2ccccc21,97,95,82,105,106,111,125,99
Cn1ncc(Cl)c1-c1cc(C(=O)N[C@H](CN)Cc2ccc(F)c(F)c2)oc1Cl,-4.6*,-11*,-29*,-44*,-5.8*,-60*,-70*,-33*
COc1ccc(/C=C/C(C)=N/OC(C)C(=O)NC(C)C)cc1 (stereo unspecified),99,92,89,120,104,101,105,91
Nc1cc(-c2ccncc2)c[nH]c1=O,77,74,91,115,109,115,117,·
O=C1NC(=O)[C@@]2(CCOc3ccc(F)cc32)N1,99,97,104,109,105,102,108,94
C[C@@H](NC(=O)c1ncnc(N)c1Cl)c1ncc(C(=O)Nc2cc(C(F)(F)F)c(Cl)cn2)s1,71,57,96,39,72,39,93,12
COc1cc(Nc2c(C#N)cnc3cc(OCCCN4CCN(C)CC4)c(OC)cc23)c(Cl)cc1Cl,33,31,58,62,59,31,56,23
Cc1nc2ccc(-n3ncc(C(=O)c4cc5ccccc5[nH]4)c3N)cc2[nH]1,25,15,44,54,45,63,68,17
COc1ccc2c(c1)c(-c1nnc(N)nc1-c1c[nH]c3ccc(Br)cc13)cn2C,93,67,79,80,123,92,73,90

The whole of this part, previewed entries included:
SMILES,MOLT-4,SR,MCF7,MDA-MB-231,RPMI-8226,MDA-MB-435,MDA-MB-468,K-562
O=C(Nc1ccc(Cl)c(Cl)c1)Nc1ccc2nc(NS(=O)(=O)c3ccc4ccccc4c3)sc2c1,100,103,97,115,108,99,121,96
CCC[C@H](N[C@@H](C)C(=O)N1[C@H](C(=O)O)C[C@@H]2CCCC[C@@H]21)C(=O)OCC,115,·,·,90,109,112,101,116
NS(=O)(=O)c1cc2c(cc1C(F)(F)F)NC(Cc1ccccc1)NS2(=O)=O (stereo unspecified),107,105,103,112,102,104,98,98
COc1ccc(CN(CCN(C)C)c2ccccn2)cc1,95&97,90&102,98&103,105&107,97&118,115&102,110&98,98&95
CN1CCC(=C2c3ccccc3CCc3sccc32)CC1,81,·,·,60,86,85,76,86
CC[C@]1(O)CC2CN(CCc3c([nH]c4ccccc34)[C@@](C(=O)OC)(c3cc4c(cc3OC)N(C)[C@H]3[C@@](O)(C(=O)OC)[C@H](OC(C)=O)[C@]5(CC)C=CCN6CC[C@]43[C@@H]65)C2)C1 (stereo partly specified),16,10,8.2*,5.2*,2.8*,-18*,16,7.7*
COc1cc2nc(N3CCN(C(=O)C4COc5ccccc5O4)CC3)nc(N)c2cc1OC (stereo unspecified),94&66&91,84&70,101&95&92,100&86&76,102&87&100,92&90&96,104&104&78,97&93
CC(Oc1c(Cl)cccc1Cl)C1=NCCN1 (stereo unspecified),87,98,94,128,109,106,115,·
COc1ccc(C2=NN(c3ccc(S(N)(=O)=O)cc3)C(c3ccc(N(C)C)cc3)C2)c(OC)c1 (stereo unspecified),91,65,93,96,68,100,86,81
C[C@H]1COc2c(N3CCN(C)CC3)c(F)cc3c(=O)c(C(=O)O)cn1c23,93,·,·,103,108,105,93,102
Cn1cc(C(=O)c2nc(-c3cn(C)c4ccc(Br)cc34)no2)c2ccccc21,97,95,82,105,106,111,125,99
Cn1ncc(Cl)c1-c1cc(C(=O)N[C@H](CN)Cc2ccc(F)c(F)c2)oc1Cl,-4.6*,-11*,-29*,-44*,-5.8*,-60*,-70*,-33*
COc1ccc(/C=C/C(C)=N/OC(C)C(=O)NC(C)C)cc1 (stereo unspecified),99,92,89,120,104,101,105,91
Nc1cc(-c2ccncc2)c[nH]c1=O,77,74,91,115,109,115,117,·
O=C1NC(=O)[C@@]2(CCOc3ccc(F)cc32)N1,99,97,104,109,105,102,108,94
C[C@@H](NC(=O)c1ncnc(N)c1Cl)c1ncc(C(=O)Nc2cc(C(F)(F)F)c(Cl)cn2)s1,71,57,96,39,72,39,93,12
COc1cc(Nc2c(C#N)cnc3cc(OCCCN4CCN(C)CC4)c(OC)cc23)c(Cl)cc1Cl,33,31,58,62,59,31,56,23
Cc1nc2ccc(-n3ncc(C(=O)c4cc5ccccc5[nH]4)c3N)cc2[nH]1,25,15,44,54,45,63,68,17
COc1ccc2c(c1)c(-c1nnc(N)nc1-c1c[nH]c3ccc(Br)cc13)cn2C,93,67,79,80,123,92,73,90
COc1cc(N2CCC(N3CCN(C)CC3)CC2)ccc1Nc1ncnc(Nc2ccccc2S(=O)(=O)C(C)C)n1,90,13,89,96,101,108,110,94
O=C(NC[C@H](O)CN1CCc2ccccc2C1)c1cc(NC2COC2)ncn1,88,97,80,95,107,95,115,108
C/C=C\C1=C(C(=O)O)N2C(=O)C(NC(=O)C(N)c3ccc(O)cc3)C2SC1 (stereo unspecified),107,100,104,104,102,105,102,97
O=C(O)[C@@H]1[C@H]2C[C@H]3c4[nH]c5ccccc5c4CCN3C[C@@H]2CC[C@@H]1O,139,115,103,108,111,113,104,129
Cc1cc2c(s1)Nc1ccccc1N=C2N1CCN(C)CC1,94,87,99,90,101,108,104,86
[2H]C1([2H])NCCN(c2ccc(Nc3ncc4c(C)c(C(C)=O)c(=O)n(C5CCCC5)c4n3)nc2)C1([2H])[2H],19,41,38,55,18,68,103,42
Cn1cc(-c2nnc(-c3cn(C)c4ncccc34)s2)c2cc(F)ccc21,79,56,88,89,90,96,101,87
N=C(N=C(N)N)N1CCOCC1,102&105,103,91&93,99&104,107&113,106&108,101&100,112&106
O=C(O)C(O)C(O)C(O)C(O)C(=O)O (stereo unspecified),106,104,98,110,112,103,90,107
COC(=O)c1cccnc1,98,104,96,100,106,105,98,113
Cc1ccc([C@@H]2C[C@@H]3Cc4ccc5ccccc5c4N2O3)s1,71,86,92,83,87,85,93,89
Cc1cc(-c2nc(-c3ccc(OC(F)(F)F)cc3)no2)nn1Cc1ccnc(N2CCN(C3CC3)CC2)c1,54,38,41,74,43,55,19,36
Cn1c(Nc2ccc(C(F)(F)F)cc2)nc2cc(Oc3ccnc(-c4ncc(C(F)(F)F)[nH]4)c3)ccc21,26,32,82,52,87,29,32,62
CC1=NN(c2ccccc2)C(=O)C1,103&104&98,116,89&108,90&109&99,111&101&112,106&119&104,95&172&110,108&110&110
O=C(Nc1ccc(Cl)cc1)Nc1ccc(Cl)c(C(F)(F)F)c1,-9.1*,·,9.9*,-4.5*,-33*,-5.1*,10,-10*
O=C(Nc1ccccc1)Nc1ccc2nc(NS(=O)(=O)c3ccc4ccccc4c3)sc2c1,107,107,97,103,105,102,104,101
O=c1cc[nH]c(=O)[nH]1,88&65,99&90,90&95,109&120,99&110,101&107,95&117,100
Nc1nccs1,103,125,106,108,·,97,96,·
NS(=O)(=O)c1cccc(N2C(=O)C3CC=CCC3C2=O)c1 (stereo unspecified),100,98,96,104,108,102,109,·
CC(C)(C)c1cnc(CSc2cnc(NC(=O)C3CCNCC3)s2)o1,0.9*,0.4*,3.7*,6.8*,-8.0*,-59*,-44*,4.1*
COc1ccccc1OCC(O)COC(N)=O (stereo unspecified),93,·,98,111,106,100,95,114
CCN(CC)CCOc1ccccc1C(=O)CCc1ccccc1,96,·,91,111,94,101,95,97
Cn1cc(-c2nc(N)nnc2-c2c[nH]c3ccccc23)c2ccccc21,93,94,52,76,102,88,83,78
C=CCSc1nc(NC(=O)CN2CCN(c3cc4c(cc3F)c(=O)c(C(=O)O)cn4C3CC3)CC2)cc(=O)[nH]1,102,108,107,93,·,99,92,106
c1ccc2c(CC3=NCCN3)cccc2c1,108&113,101,102&99,109&105,97&104,106&101,101&92,107&115
COc1ccc2c(c1)c(-c1nnc(N)nc1-c1cn(C)c3ccc(OC)cc13)cn2C,81,95,77,86,95,93,89,87
Cn1cc(-c2cnc3ccc4ccc(CS(=O)(=O)NCc5ccccn5)cc4c(=O)c3c2)cn1,49,20,44,61,47,11,45,22
CCN(CCCOc1ccc2c(Nc3cc(CC(=O)Nc4cccc(F)c4)[nH]n3)ncnc2c1)CCOP(=O)(O)O,47,36,47,80,91,69,68,48
